All columns: NCI-60 one-dose screen, growth in % after 48 h at 10 µM unless noted; 100 = growth as untreated, 0 = no growth, -100 = all killed.
RXF 393 = RXF 393 renal cancer cells; 77,000 compounds, 6.9% hits; AID 1794773
A498 = A498 renal cancer cells. 76,000 compounds, 5.4% hits
OVCAR-8 = OVCAR-8 ovarian cancer; 81,000 compounds, 4.4% hits; AID 1794782
OVCAR-5 = OVCAR-5 ovarian cancer. AID 1794783. 82,000 compounds, 2.9% hits
OVCAR-3 = OVCAR-3 ovarian cancer; 79,000 compounds, 7% hits; AID 1794787
CAKI-1 = CAKI-1 renal cancer | 75,000 compounds, 4.7% hits | AID 1794772
ACHN = ACHN renal cancer; 81,000 compounds, 4.9% hits; AID 1794771
OVCAR-4 = OVCAR-4 ovarian cancer cells | 80,000 compounds, 3.7% hits | AID 1794784
Starred values were filed as active, the others as inactive; nt = not tested or not shown; [ ] = remark or other dose. Rule for the calls: active = growth percent below 10; inactive = the rest. This is a random part of the collection. About 10% of those tested had a hit in this group.

SMILES	RXF 393	A498	OVCAR-8	OVCAR-5	OVCAR-3	CAKI-1	ACHN	OVCAR-4
Cc1cc(-c2cc(C)nc(N)n2)nc(N)n1	109	106	104	96	117	92	101	106
CC(=O)N1N/C(=C2/C(C)=NC(=S)NC2c2ccccc2)CC1c1ccc(N(C)C)cc1 (stereo not drawn)	101	104	97	95	115	92	98	117
O=C(C1CCCCC1)[C@H]1[C@]2(C(=O)NC3CCCCC32)[C@@H]2CCCN2[C@@]12C(=O)NC1CCCCC12 (stereo partly drawn)	88[20 µM]	101[20 µM]	102[20 µM]	107[20 µM]	100[20 µM]	nt	104[20 µM]	97[20 µM]
O=C1C=CC(=O)N1c1ccc(Br)c(Cl)c1	93	100	96	93	110	99	89	74
NS(=O)(=O)Oc1ccc2c(ccn2C(=O)C2CCCCC2)c1	111	110	104	105	103	89	107	118
COc1ccc(C2C=C(C)N=C3SC=NN32)cc1OC (stereo not drawn)	102	100	100	85	113	95	100	108
Cc1cc(N2CCN(CC(=O)Nc3ccc4c(ccn4Cc4ccccc4)c3)CC2)nc(N2CCC(C)CC2)n1	52	13	44	94	71	69	93	77
CN(C)c1ccc(/C=C/c2nc3ccccc3nc2NNC(=O)Nc2cccc(Cl)c2)cc1	98	123	69	78	95	48	45	82
CC(=O)NC(CCC(=O)c1ccc(Cl)cc1)(C(=O)O)C(=O)O	101	74	94	110	107	nt	nt	103
O=C1C=CC(Nc2ccc(Cl)c(Cl)c2)C1Nc1ccc(Cl)c(Cl)c1 (stereo not drawn)	106	113	87	79	98	64	67	80

Some of the entries so far, field by field.
Compound: O=C1C=CC(=O)N1c1ccc(Br)c(Cl)c1
  RXF 393: 93	A498: 100	OVCAR-8: 96	OVCAR-5: 93	OVCAR-3: 110	CAKI-1: 99	ACHN: 89	OVCAR-4: 74
Compound: NS(=O)(=O)Oc1ccc2c(ccn2C(=O)C2CCCCC2)c1
  RXF 393: 111	A498: 110	OVCAR-8: 104	OVCAR-5: 105	OVCAR-3: 103	CAKI-1: 89	ACHN: 107	OVCAR-4: 118

Next results:
SMILES	RXF 393	A498	OVCAR-8	OVCAR-5	OVCAR-3	CAKI-1	ACHN	OVCAR-4
C1=C(c2ccccc2)CC(c2ccccc2)=C1	101	109	100	118	114	88	85	87
COc1c2ccoc2cc2oc(-c3ccccc3)cc(=O)c12	116	98	81	99	109	98	88	108
N#Cc1c(NN)nc2c(c1C#N)CCCC2	119	95	86	102	109	nt	99	101
Cc1cc(=O)[nH]c2c1sc(=O)n2CCC(=O)O	115	101	105	98	113	91	104	93
CCOC(=O)CSc1nc2ccccc2c(=O)n1Cc1ccc(S(N)(=O)=O)cc1	98	nt	101	98	112	91	102	116
O=c1c2ccccc2nnn1Cc1ccco1	115	118	101	106	122	101	107	103
Clc1ccccc1/C=N\N=C(N/N=C\c1ccccc1Cl)N/N=C/c1ccccc1Cl	nt	65	90	103	81	88	86	84
Nc1cc(Nc2ccc(Cl)c(Cl)c2)nc(=O)[nH]1	147	121	111	95	99	73	97	88
NC(=O)c1nnn(Cc2ccccc2)c1N	119	112	104	100	129	74	100	127
C/C(=N/NS(=O)(=O)c1ccc(N)cc1)c1cccs1	105	87	102	103	105	94	102	98
CCN(CC)CC#CCO[C@H]1CC[C@H](OCC#CCN(CC)CC)[C@@H]2[C@H]1[C@H]1C[C@@H]3[C@@]4(C)CCCC(C)(C(=O)OC)[C@@H]4CC[C@@]23C=C1C(C)C (stereo partly drawn)	75	89	84	105	84	87	96	68
O=S(=O)(Nc1cc(F)cc(Cl)c1)c1ccc(-c2cnc(C3CC3)o2)cc1	15	-6.5*	40	51	10	31	34	53
COc1ccc2[nH]c(O)c(/C=c3/ccc4c(c3)N=C(c3ccc(C(F)(F)F)cc3)N=4)c2c1	-4.7*	72	87	113	78	56	78	80
NC1=NOC(=O)C1C1CCCCC1 (stereo not drawn)	127	112	105	107	116	102	96	118
CC#C[C@]1(O)CC[C@H]2[C@@H]3CCC4=CC(=O)CCC4=C3[C@@H](c3ccc4c(c3)OCO4)C[C@@]21C	69	63	82	109	78	nt	80	81
CCc1c(O)c2cccc3c2n(c1=O)CC3	110	94	100	102	101	87	95	104
CC1=CC(c2ccc(Cl)cc2)N2N=C(C)SC2=N1 (stereo not drawn)	107	91	100	94	122	99	103	110
COc1ccc2[nH]cc(-c3nc(N)nnc3-c3cn(C)c4ncccc34)c2c1	82	104	64	78	16	39	67	78
c1ccc(N=Nc2ccc(C3=NCCO3)cc2)cc1	97	72	99	95	99	87	97	94
COc1ccc2c(c1)sc1nc(-c3ccc(Br)cc3)cn12	109	84	102	101	122	96	110	100
CCC12C=C(c3ccccc3)C(C3C(=O)N(c4ccccc4)C(=O)C31)C1C(=O)N(c3ccccc3)C(=O)C12 (stereo not drawn)	94	89	93	94	91	72	89	83
O=C(O)CCCc1cccc2ccccc12	112	94	112	100	115	103	103	111
Cn1[nH]c2[nH]c(=S)sc(=S)c2c1=O	106	109	117	105	116	nt	103	104
S=C1c2ccccc2SC2c3cccn3CCN12 (stereo not drawn)	156	101	90	97	100	77	87	94
NS(=O)(=O)c1ccc(N2N=C(c3ccccc3)CCC2=O)cc1	110	83	98	112	158	nt	114	96
CCCCCC(/C=N\NC(=S)N/N=C/C(=C/c1ccccc1)CCCCC)=C\c1ccccc1	75	70	64	105	26	42	69	56
COc1ccc(-c2nc3c(N)c(CO)cnc3s2)cc1	75	-19*	103	80	89	89	93	101
COc1ccc(OC)c(-c2cc(-c3ccccc3)c(C#N)c(SCC(=O)c3ccc(Cl)cc3)n2)c1	106	91	96	87	104	nt	79	91
CC(=O)N1Cc2cc(C)c(C)cc2C(C)Cc2cc(Cl)ccc21 (stereo not drawn)	118	99	112	109	109	88	103	96
CN(C)C(=O)c1ccccc1-n1cnc2ccccc2c1=O	107	nt	103	104	110	90	96	106
O=C1CC(N2C(=O)/C(=C/c3cccnc3)SC2=S)C(=O)N1c1ccc(Cl)cc1 (stereo not drawn)	108	107	98	98	99	83	87	93
Cc1ccc(-c2nc(C#N)co2)cc1	101	99	105	100	116	99	104	113
Cc1cc(N(C)C)nc(SCc2ccc(F)cc2)n1	89	70	94	81	99	79	101	109
BrCCc1ccc2ccccc2c1	106	111	102	117	128	102	109	114
O=S1(=O)CCN(Cc2cccnc2)CC1	109	85	102	102	117	95	101	102
NC1=NC(c2ccccc2Cl)N=C(Nc2nn[nH]n2)N1 (stereo not drawn)	113	104	102	118	107	95	103	100
Nc1nc(SCc2ccccn2)c2[nH]cnc2n1	129	111	114	95	112	66	114	100
Cc1ccc(N=Nc2c(Nc3ccccc3)[nH][nH]c2=O)cc1	102	114	104	101	100	83	107	105
CC(C)(C)c1ccc2oc(=O)n(SC(Cl)(Cl)Cl)c2c1	110	109	111	105	106	nt	106	106
Cc1cccc(C)c1N1C(c2ccccc2)=NNC12C=CC(=O)C=C2Cl (stereo not drawn)	120	120	81	107	93	87	101	94
COc1ccc(C2=C(c3ccccc3)C(c3ccccc3)=C(c3ccc(OC)cc3)C2=O)cc1	78	91	85	133	71	56	81	75
NS(=O)(=O)c1ccc(NC(=O)CSc2ccc(-c3ccccc3)nn2)cc1	nt	110	80	113	102	88	86	93
CCOP1(=O)OCCN(C)C(=O)C1NC(=O)c1ccccc1 (stereo not drawn)	118	109	97	109	119	84	103	109
O=C(NCc1ccccc1)NC1(C(=O)N2CCC(c3nc4ccccc4[nH]3)CC2)CCCC1	120	73	108	103	98	nt	103	98
N#C/C(=C\c1ccc(Cl)cc1Cl)C(=O)N1c2ccccc2Sc2ccccc21	113	93	102	100	108	82	102	101
OCc1ncc(-c2ccc(C(F)(F)F)cc2)c(N[C@@H]2C[C@H]3CC[C@@H]2C3)n1	108	97	104	102	108	97	95	107
N#C/C(=C\c1c(Cl)cncc1Cl)c1nc2ccccc2s1	83	106	92	100	99	85	104	76
COc1ccc(COc2ccc(/C=C3/C(=O)Nc4ccc(Cl)cc43)cc2OC)cc1	108	106	99	98	nt	85	95	100
NC(=O)Cc1ccc2c(c1)[nH]c1ccccc12	101	108	108	103	99	73	106	102
CCOC(=O)Nc1c(Cl)n(C)c(=O)n(C)c1=O	91	118	112	99	105	79	108	104

(more compounds)
SMILES	RXF 393	A498	OVCAR-8	OVCAR-5	OVCAR-3	CAKI-1	ACHN	OVCAR-4
O=C1c2c(O)ccc(O)c2C(=O)c2c(O)ccc(O)c21	85	83	87	100	115	91	97	82
COc1ccc(OC)nn1	115	87	102	100	119	96	103	nt
O=c1[nH]c2ccccc2n2cc3ncccc3c12	118	97	101	148	119	106	113	nt
O=C(CCc1nnc(-c2c(Cl)cccc2Cl)o1)c1nc2ccccc2[nH]1	82	58	57	81	66	60	81	59
NC(N)=Nc1ccc(Oc2cccc(Nc3ccc(Br)c(C(F)(F)F)c3)c2)cn1	-11*	-25*	-61*	-57*	-94*	-5.3*	2.0*	-75*
COC(=O)[C@]1(C)CCC[C@]2(C)[C@H]3C[C@H]4C(C(C)C)=C[C@]3(CC[C@H]21)[C@H]1[C@@H]4[C@@H](OCCc2noc(C)n2)CC[C@@H]1OCCc1noc(C)n1	89	99	86	105	91	nt	89	89
CC(CCC(C)OS(=O)(=O)c1ccc(F)cc1)OS(=O)(=O)c1ccc(F)cc1 (stereo not drawn)	110	75	nt	104	105	97	108	112
Cc1cc2c(cc1C)[n+](Cc1ccc3ccccc3c1)cn2Cc1ccc2ccccc2c1	-87*	-68*	-79*	-87*	-94*	nt	-64*	-76*
CCOC(OCC)c1ccc(OC)c(OC)c1	116	85	108	97	105	100	104	108
Cc1ccc(Nc2nc3n[nH]c(Nc4cccc(Cl)c4)c3c(=O)[nH]2)cc1	108	103	98	115	95	84	101	97
O=C(O)c1cccc2c1-c1ccccc1C(Br)C2Br (stereo not drawn)	108	90	109	107	121	102	106	100
Cc1cc(C)cc(Oc2ccc(Nc3ncnc4onc(-c5ccccc5)c34)cc2)c1	100	105	102	100	113	92	108	89
CCCCCC#Cc1ccc(C(=O)c2c(CCCC)oc3ccc([N+](=O)[O-])cc23)cc1	99	95	95	93	103	74	94	89
O=C(Nc1cccnc1)[C@H](O)[C@@H](O)C(=O)N1CCOCC1	107	42	101	105	110	101	106	116
Cc1ccc(S(=O)(=O)N(c2ccc(Cl)cc2)c2ccc(Br)cc2C(=O)O)cc1	100	111	101	101	120	102	105	116
Cc1nc2cc(-c3nn(C(C)C)c4ncnc(N)c34)ccc2o1	-54*	-56*	-29*	-11*	2.5*	-37*	-13*	-27*
O=Nc1c(-c2c(O)[nH]c3ncccc23)[nH]c2ccccc12	29	-12*	80	68	69	12	23	67
CCCCCCC(=O)C1C(=O)c2ccccc2C1=O	nt	93	100	97	89	96	91	92
O=C(CCc1nnc2n1N=C(Cl)CS2)c1nc2ccccc2[nH]1	113	136	103	97	100	92	94	103
CC(C)(C)c1cc(C[P+](c2ccccc2)(c2ccccc2)c2ccccc2)cc(C(C)(C)C)c1O	12	-17*	nt	21	14	-2.2*	-11*	16
COc1ccc(OC)c(-c2c(C#N)c(-c3ccco3)nc3c2c(-c2ccccc2)nn3-c2ccccc2)c1	100	98	96	95	112	82	96	103
CCCC(C)CC(C(=O)OCC)C(=O)OCC (stereo not drawn)	105	98	104	114	117	107	113	104
Cc1c(-c2ccc(Cl)cc2)n[nH]c1-c1[nH]nc(-c2ccc(Cl)cc2)c1C	113	126	105	93	124	91	97	102
COc1ccc2[nH]c(=O)c(O)c(-c3ccccc3)c2c1	106	96	96	106	106	nt	101	103
COc1cc(/C=C2\CN(S(=O)(=O)c3ccccc3)C/C(=C\c3cc(CN4CCOCC4)c(O)c(OC)c3)C2=O)cc(CN2CCOCC2)c1O	110	100	103	103	104	95	100	103
C/C(=N/O)c1ccc(NC(=O)CSc2nnc(-c3ccccc3)o2)cc1	94	88	85	89	69	83	83	86
CC1(C)C(N(O)C(=O)Nc2ccc(Cl)cc2)N(c2ccc(Cl)cc2)C(=O)N1CC(=O)N/N=C/C=C/c1ccc([N+](=O)[O-])o1 (stereo not drawn)	-78*	nt	3.3*	6.4*	-27*	68	9.2*	15
O=[N+]([O-])c1cc(Cl)c2cccnc2c1O	104	108	92	103	90	88	93	87
CCCCC/C(C)=C(\C)C1CC1CCNS(=O)(=O)c1ccc(C)cc1 (stereo not drawn)	98	104	97	102	108	91	99	99

In the list so far, these have a carbonyl joined to an NH by a bond outside any ring:
SMILES	RXF 393	A498	OVCAR-8	OVCAR-5	OVCAR-3	CAKI-1	ACHN	OVCAR-4
Cc1cc(N2CCN(CC(=O)Nc3ccc4c(ccn4Cc4ccccc4)c3)CC2)nc(N2CCC(C)CC2)n1	52	13	44	94	71	69	93	77
CN(C)c1ccc(/C=C/c2nc3ccccc3nc2NNC(=O)Nc2cccc(Cl)c2)cc1	98	123	69	78	95	48	45	82
CC(=O)NC(CCC(=O)c1ccc(Cl)cc1)(C(=O)O)C(=O)O	101	74	94	110	107	nt	nt	103
NC(=O)c1nnn(Cc2ccccc2)c1N	119	112	104	100	129	74	100	127
NS(=O)(=O)c1ccc(NC(=O)CSc2ccc(-c3ccccc3)nn2)cc1	nt	110	80	113	102	88	86	93
CCOP1(=O)OCCN(C)C(=O)C1NC(=O)c1ccccc1 (stereo not drawn)	118	109	97	109	119	84	103	109
O=C(NCc1ccccc1)NC1(C(=O)N2CCC(c3nc4ccccc4[nH]3)CC2)CCCC1	120	73	108	103	98	nt	103	98
NC(=O)Cc1ccc2c(c1)[nH]c1ccccc12	101	108	108	103	99	73	106	102
CCOC(=O)Nc1c(Cl)n(C)c(=O)n(C)c1=O	91	118	112	99	105	79	108	104
O=C(Nc1cccnc1)[C@H](O)[C@@H](O)C(=O)N1CCOCC1	107	42	101	105	110	101	106	116
C/C(=N/O)c1ccc(NC(=O)CSc2nnc(-c3ccccc3)o2)cc1	94	88	85	89	69	83	83	86
CC1(C)C(N(O)C(=O)Nc2ccc(Cl)cc2)N(c2ccc(Cl)cc2)C(=O)N1CC(=O)N/N=C/C=C/c1ccc([N+](=O)[O-])o1 (stereo not drawn)	-78*	nt	3.3*	6.4*	-27*	68	9.2*	15

Screening data from PubChem.
